Bioassay records deposited in PubChem by The Scripps Research Institute Molecular Screening Center.
PAFAH2 inh = PAFAH2 enzyme inhibitors, primary screen, biochemical, fluorescence polarization, human | Platelet-activating factor acetylhydrolase 2, cytoplasmic (Homo sapiens), Q99487 | recombinant PAFAH2, FP-rhodamine activity probe | inhibition, % at 3.39 µM | 0.99% of 340,000 active;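 active = inhibition above the mean over all tested compounds plus 3 SD, cut at about 30% in these data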;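 also: inhibitors block probe labeling of enzyme so polarization drops; 0% = enzyme with DMSO and 100% = wells lacking PAFAH2 protein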
PREPL inhibitor = PREPL enzyme inhibitors, primary screen, biochemical, fluorescence polarization | recombinant PREPL, fluorescence polarization activity-based probe | 0.68% of 320,000 active | inhibition, % at 5.96 µM | Prolyl endopeptidase-like (Homo sapiens), Q4J6C6; in the data active = inhibition above about 43%;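 also: 0% = enzyme with DMSO and 100% = wells lacking enzyme; many of its hits are not listed in these tables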
Target sequence (Q4J6C6 whole entry, looked up): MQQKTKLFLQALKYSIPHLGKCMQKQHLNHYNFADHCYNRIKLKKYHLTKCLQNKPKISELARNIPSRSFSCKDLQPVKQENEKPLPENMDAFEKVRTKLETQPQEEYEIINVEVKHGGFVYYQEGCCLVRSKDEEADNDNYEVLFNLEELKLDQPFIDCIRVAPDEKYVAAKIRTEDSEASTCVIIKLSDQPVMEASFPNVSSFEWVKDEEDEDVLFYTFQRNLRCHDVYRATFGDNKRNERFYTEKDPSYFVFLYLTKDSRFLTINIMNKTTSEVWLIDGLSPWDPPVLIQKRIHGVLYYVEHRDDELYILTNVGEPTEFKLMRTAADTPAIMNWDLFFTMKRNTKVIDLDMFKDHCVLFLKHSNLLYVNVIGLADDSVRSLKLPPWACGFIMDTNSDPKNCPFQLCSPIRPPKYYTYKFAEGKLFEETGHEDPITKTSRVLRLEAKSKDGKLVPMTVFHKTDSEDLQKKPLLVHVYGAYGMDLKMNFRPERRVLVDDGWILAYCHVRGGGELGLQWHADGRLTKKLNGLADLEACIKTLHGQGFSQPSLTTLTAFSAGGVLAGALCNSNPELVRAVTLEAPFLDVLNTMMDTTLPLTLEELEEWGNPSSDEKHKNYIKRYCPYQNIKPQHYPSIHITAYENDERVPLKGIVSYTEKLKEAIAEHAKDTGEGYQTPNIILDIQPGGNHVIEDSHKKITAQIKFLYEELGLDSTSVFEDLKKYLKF
EBNA-1 inhibitor = EBNA-1 DNA-binding inhibitors, primary screen, biochemical, fluorescence polarization; inhibition, % at 14.8 µM; 0.34% of 300,000 active; in the data active = inhibition above about 28%
ZTA DNA inh = blocks Epstein-Barr virus ZTA, an EBNA-1 counter-screen; ZTA-DNA binding, fluorescence polarization; P03206; inhibition, % at 11 µM; 0.15% of 320,000 active; in the data active = inhibition above about 33%
Target sequence (P03206 whole entry, looked up): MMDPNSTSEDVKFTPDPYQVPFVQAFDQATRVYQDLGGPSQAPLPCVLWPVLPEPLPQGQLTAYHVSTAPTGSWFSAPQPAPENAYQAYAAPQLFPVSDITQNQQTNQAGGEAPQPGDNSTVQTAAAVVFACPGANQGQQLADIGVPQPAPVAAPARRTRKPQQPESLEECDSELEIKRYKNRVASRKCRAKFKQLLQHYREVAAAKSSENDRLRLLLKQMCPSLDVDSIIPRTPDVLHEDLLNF
PAFAH1B2 inh = PAFAH1B2 enzyme inhibitors, primary screen, biochemical, fluorescence polarization, human; recombinant PAFAH1B2, FP-rhodamine activity probe; inhibition, % at 3.39 µM; 1.2% of 340,000 active;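 active = inhibition above the mean of all tested compounds plus 3 SD, cut at about 24% in these data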;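 also: 0% = enzyme with DMSO and 100% = wells lacking PAFAH1B2; many of its hits are not listed in these tables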
LYPLA1 inh = LYPLA1 inhibitors, primary screen, counter-screen for PME1 inhibitor project, biochemical, fluorescence polarization, FP-Rh probe ABPP; Acyl-protein thioesterase 1 (Homo sapiens), O75608; recombinant LYPLA1; inhibition, % at 5.9 µM; 0.16% of 320,000 active;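 active = inhibition above the mean of all tested compounds plus 3 SD, set per campaign, cut at about 14% in these data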;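 also: inhibitors block serine hydrolase probe labeling of LYPLA1 so polarization falls; 0% = enzyme with DMSO and 100% = wells lacking LYPLA1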
LYPLA2 counter = LYPLA2 inhibitors, primary screen, counter-screen for PME1 inhibitor project, biochemical, fluorescence polarization, FP-Rh probe ABPP; inhibition, % at 5.9 µM; Acyl-protein thioesterase 2 (Homo sapiens), O95372; recombinant LYPLA2; 0.38% of 320,000 active; AID 2177, 2009;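 active = inhibition above the screen-wide mean plus 3 SD, limit set per campaign, cut at about 26% in these data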;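 also: 0% = LYPLA2 with DMSO and 100% = wells lacking LYPLA2 enzyme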
PAFAH1B3 FP inh = PAFAH1B3 enzyme inhibitors, primary screen, biochemical, fluorescence polarization, human. Platelet-activating factor acetylhydrolase IB subunit alpha1 (Homo sapiens), Q15102. recombinant PAFAH1B3, FP-rhodamine probe. inhibition, % at 3.39 µM. 0.28% of 340,000 active. AID 492972, 2010;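 active = inhibition above the screen-wide average of all tested compounds plus 3 SD, cut at about 25% in these data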;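 also: 0% = enzyme with DMSO only and 100% = wells lacking PAFAH1B3 protein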
pPAFAH inh = pPAFAH enzyme inhibitors, primary screen, biochemical, fluorescence polarization, human; recombinant pPAFAH, FP-rhodamine probe fluorescence polarization; inhibition, % at 3.39 µM; 1.5% of 330,000 active;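 active = inhibition above the mean inhibition across the screen plus 3 SD, cut at about 25% in these data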;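 also: inhibitors block binding of the rhodamine activity-based probe so polarization drops; 0% = enzyme with DMSO and 100% = wells lacking pPAFAH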
Active calls of the source: *; x = not tested or not shown.

structure	PAFAH2 inh	PREPL inhibitor	EBNA-1 inhibitor	ZTA DNA inh	PAFAH1B2 inh	LYPLA1 inh	LYPLA2 counter	PAFAH1B3 FP inh	pPAFAH inh
CC(=O)N/N=C(\C)c1cccc(NC(=O)c2cccs2)c1	-1	14	-8	-3	2	8	3	1	-1
Cc1ccccc1Cn1nc(C)c(NC(=O)c2cc(-c3cccs3)on2)c1C	6	15	-8	-5	-1	-1	5	5	-3
CCOC(=O)c1c(N)sc(C(=O)Nc2ccccc2F)c1C	6	4	-3	-2	2	-1	3	9	6
CN(C)c1cc(-c2ccc(Cl)cc2)oc(=O)c1Cl	6	1	7	11	-2	0	15	6	2
CCOc1ccc(C(C)=O)cc1Cn1nc(C(=O)O)c2ccccc2c1=O	-6	-16	7	1	4	-1	0	2	2
CC(=O)N(Cc1cc2ccccc2[nH]c1=O)c1ccc(C)cc1	0	-13	-11	-6	10	-2	-3	9	-3
Cc1cc(C)cc(N2C(=O)CC(n3ccnc3)C2=O)c1 (configuration not stated)	13	1	-4	-7	-4	-2	2	1	-1
CCN(CC(=O)Nc1c(F)cccc1F)C(=O)Cn1[nH]c(=O)c2ccccc2c1=O	-2	4	x	2	3	1	-1	9	3
CCOc1ccc(-c2nc(CN(Cc3ccccc3)C[C@@H]3CCC(=O)N3)c(C)o2)cc1	10	17	3	22	0	3	5	5	6
Cc1nn(C(C)C(=O)NCc2ccco2)c(C)c1[N+](=O)[O-] (configuration not stated)	-5	-9	1	5	6	3	6	3	3
O=C(CCc1ccccc1)NC1(Cc2ccccc2)CCN(CCc2cccs2)C1=O (configuration not stated)	1	7	x	18	6	2	-5	3	1
O=C(NCCOc1ccccc1Cl)c1ncn[nH]1	4	2	-11	-4	2	-5	-8	-7	-6
CN(C)C(=O)N1CCC(C(=O)N2CCCC(C(=O)c3ccc(C(C)(C)C)cc3)C2)CC1 (configuration not stated)	9	10	0	-4	1	4	34*	2	26*
O=C(c1ccc(Br)cc1)c1coc2ccc(O)cc12	8	-1	-1	-7	7	-1	1	4	9
CCN(C(=O)CSc1ccc2ccccc2n1)C1CCS(=O)(=O)C1 (configuration not stated)	-6	-1	-13	10	0	-1	1	3	1
O=C(O)C1(P(=O)(c2ccccc2)c2ccccc2)CCC1	1	-4	-6	-16	2	3	1	1	2
COC(=O)C1C(=O)C(C(=O)c2ccccc2)C(=O)CC1(C)C (configuration not stated)	-1	-5	1	0	2	-8	-8	6	4
CN(C(=O)NC1CC(=O)N(c2ccc3c(c2)OCCO3)C1)c1ccccc1 (configuration not stated)	7	-9	-6	-2	-1	-3	-2	3	-1
O=C(c1ccc(-n2cncn2)c([N+](=O)[O-])c1)N1CCN(S(=O)(=O)c2ccccc2Br)CC1	6	6	5	15	2	0	6	3	3
COc1ccc(NC(=O)c2ccc(-c3nn(C)c(=O)c4ccccc34)cc2)cc1C(N)=O	-4	-14	9	-3	5	3	8	3	4

Part of the list above, with two lines to a compound.
Fields – PAFAH2 inh | PREPL inhibitor | EBNA-1 inhibitor | ZTA DNA inh | PAFAH1B2 inh | LYPLA1 inh | LYPLA2 counter | PAFAH1B3 FP inh | pPAFAH inh
CCOc1ccc(C(C)=O)cc1Cn1nc(C(=O)O)c2ccccc2c1=O
  -6 | -16 | 7 | 1 | 4 | -1 | 0 | 2 | 2
CCN(C(=O)CSc1ccc2ccccc2n1)C1CCS(=O)(=O)C1 (configuration not stated)
  -6 | -1 | -13 | 10 | 0 | -1 | 1 | 3 | 1

Next part:
structure	PAFAH2 inh	PREPL inhibitor	EBNA-1 inhibitor	ZTA DNA inh	PAFAH1B2 inh	LYPLA1 inh	LYPLA2 counter	PAFAH1B3 FP inh	pPAFAH inh
NNC(=S)Nc1ccc(S(=O)(=O)N2CCCCC2)cc1	5	-1	4	13	4	-10	-10	2	0
Cc1ccc(CC(=O)Nc2cc(C)on2)cc1	-3	-6	1	-3	4	-1	7	9	6
CCCCN(C(=O)C1CCC1)c1c(N)n(CC(C)C)c(=O)[nH]c1=O	-2	9	-1	-8	1	-3	-7	-1	-11
CC(=O)Nc1cccc(C(=O)N2CCN(Cc3ccccc3)CC2)c1	-17	5	-14	-22	-1	0	9	-7	0
N=c1c(C(=O)NCCc2ccccc2)cc2c(=O)n3ccccc3nc2n1Cc1ccco1	3	29	0	-4	5	-1	-1	4	16
COc1ccc(Cl)cc1NC(=S)NNC(=O)CC(C)C	1	8	10	-6	4	4	7	-4	1
COCc1c(C(=O)OCC(=O)NCCc2ccc(S(N)(=O)=O)cc2)oc2ccccc12	7	6	x	-5	2	1	4	-3	4
CC1CCN(C(=O)/C(=C\c2cccs2)NC(=O)c2ccccc2)CC1	4	1	0	11	8	3	0	8	2
OCCNc1nc(Nc2ccccc2OC(F)(F)F)nc(N2CCCC2)n1	1	-2	4	-1	4	-6	1	2	4
Cc1cc(C)cc(OCC(O)CN2CC(C)OC(C)C2)c1 (configuration not stated)	3	-12	7	3	9	-2	-2	7	3
COC(=O)CCC(=O)Nc1c(C)n(C)n(-c2ccccc2)c1=O	6	8	-5	7	6	-2	-9	1	-3
CC(C)(C)NS(=O)(=O)c1ccc(NS(C)(=O)=O)cc1	5	-2	-5	-3	4	-3	0	3	0
CCCCOc1ccc(-c2nnn(CC(=O)NCCc3c[nH]c4ccccc34)n2)cc1	5	2	0	6	-3	-4	9	10	10
Brc1ccc(OCc2cn3ccccc3n2)cc1	-4	13	-6	0	12	-3	-1	9	1
CC(=O)c1cccc(NC(=O)/C(=C\c2cccnc2)NC(=O)c2ccc(C)cc2)c1	-13	-8	-1	16	7	4	16	3	4
O=C(CCc1nnc(CCCCc2ccccc2)o1)NCc1cc(F)ccc1F	2	-12	7	-8	13	-5	-3	1	2
O=C(c1cc([N+](=O)[O-])ccc1N1CCCCC1)N1CCCCC1	-3	15	5	-1	2	-2	1	14	2
CCOc1ccccc1N1CCN(C(=O)Nc2cccc(Cl)c2)CC1	-2	8	-3	-6	2	-5	-8	3	-2
CCOC(=O)Cn1c(CN2CCc3ccccc3C2)nc2c1c(=O)n(C)c(=O)n2C	-2	-20	-1	2	2	3	2	3	7
OCCN1CCN(c2ncnc3sc4c(c23)CCCC4)CC1	3	1	-17	-10	2	-7	-5	6	-6
Cc1cc(C)n(-c2nnc(C)n2/N=C/c2ccccc2O)n1	6	-2	13	13	2	0	9	1	7
CN(CC(=O)NCCc1ccccc1)S(=O)(=O)c1cnc[nH]1	-6	7	-6	1	1	-2	-2	14	1
CCO[C@H]1OC(C(=O)NCc2nc3ccccc3[nH]2)=C[C@@H](c2ccc(Br)cc2)[C@@H]1CCCO	2	-22	-18	-14	1	-2	2	8	1
Cc1cc(C)c(S(=O)(=O)N(C)CC(=O)NCCCn2ccnc2)c(C)c1	-2	-5	-1	0	-2	4	-4	1	10
O=C(COC(=O)C1CCC(=O)N1)Nc1ccccc1Br (configuration not stated)	-4	6	-3	-9	-3	4	0	8	4
Cc1ccc(COn2nnc3ccc(S(=O)(=O)N4CCOCC4)cc32)cc1	-2	15	x	-10	16	2	12	-2	8
O=C(NC1CCCC1)c1cccc(Cl)c1	6	14	-4	-19	1	3	1	6	2
COc1ccc(/C(N)=N/O)cc1O	-7	14	-6	6	4	2	-8	-4	1
CCCCc1nnc2c(N(C)S(=O)(=O)c3ccccc3)nc3ccccc3n12	6	4	0	0	1	-1	1	8	1
c1ccc(CN2CCC(=NNc3nc4ccccc4[nH]3)CC2)cc1	9	31	-9	17	-2	3	-1	6	-3
Cc1ccc(CSc2ncnc3onc(C)c23)cc1	-6	1	8	-7	7	0	2	4	3
CC(=O)N1CCN(C(=O)c2cc(S(=O)(=O)N3CCCCC3)ccc2Cl)CC1	3	0	4	-1	6	0	-1	2	-1
Cc1ccc(C(=O)N2CC(=O)Nc3ccccc32)o1	-4	5	1	7	4	-2	-8	4	2
O=C(CN1C(=O)C2CCCCC2C1=O)Nc1cccc([N+](=O)[O-])c1 (configuration not stated)	-4	26	-8	1	0	0	7	0	1
N#Cc1c(-c2ccccc2F)cc(C2CC2)nc1SCC(=O)c1cccs1	-9	8	-3	2	1	-7	-7	-1	-3
COc1cc(-c2cc(C(=O)NCCc3ccc(S(N)(=O)=O)cc3)c3ccccc3n2)cc(OC)c1OC	-5	-11	7	19	4	3	-4	5	6
Cc1ccc(NC(=O)c2c(-c3ccccc3Cl)noc2C)nc1	-4	-5	-2	-3	-2	-1	-1	13	5
CCSc1ncnc2c1oc1ccccc12	3	-6	7	-1	3	2	-8	5	1
Cc1ccc(C(=O)O)c(C(=O)Nc2nc3ccccc3s2)c1	-1	1	0	7	7	1	9	9	5
O=C1NC[C@@H](Cc2cccc3ccccc23)N(CCc2cc(C(F)(F)F)cc(C(F)(F)F)c2)C1=O	-1	-45	-6	-4	6	-5	-7	2	4
N[C@H]1C(O)O[C@H](CO)[C@@H](O)[C@@H]1O (some centres not stated)	13	-14	6	12	1	0	1	7	2
C[C@@H]1CN([C@@H](C)CO)C(=O)c2cc(NS(=O)(=O)c3ccc(Cl)cc3)ccc2O[C@H]1CN(C)Cc1ccncc1	6	4	x	x	14	x	x	14	4
Cn1c(CC(=O)Nc2ccccc2)nnc1SCCOc1ccccc1	5	-9	-12	-9	4	0	3	10	2
COc1ccc(-n2c(-c3ccco3)nc3c(cnn3-c3ccc(C)cc3)c2=O)cc1	0	-6	1	8	-2	-8	-4	-4	1
CCn1cc(C(=O)NCCCOC(C)C)c2cc(OC)c(OC)cc2c1=O	-5	6	1	-13	4	2	5	5	2
CCOC(=O)c1cnc2ccc(C(=O)OC)cc2c1NCCc1ccc(OC)c(OC)c1	-9	-2	-24	-19	-4	3	-3	-3	8
COc1ccc(OC)c(CN(CCN2CCOCC2)S(=O)(=O)c2ccc(NC(C)=O)cc2)c1	-6	4	-20	-7	4	-1	-2	-1	-4
COc1ccccc1C1CCN(Cc2cccc(C(=O)N3CCC(O)CC3)c2)CC1	-3	10	-3	8	1	0	-3	4	1
CC(C)(C)c1ccc(OCCC(=O)OCC(=O)NC2CCCCC2)cc1	9	22	-10	0	9	-1	2	1	18
CCOC(=O)c1cnc2nc(N3CCOCC3)nn2c1N	-10	7	8	-6	-3	1	7	-4	4
Cc1cc(C)n(CCC(=O)N2CCN(S(=O)(=O)c3ccc(C)c(C)c3)CC2)n1	-8	10	3	6	6	0	6	-2	5
Cn1ccnc1SCC(=O)c1cccc(C(F)(F)F)c1	3	2	-4	-4	5	1	-5	2	2
Cc1ccc2cc(CN(Cc3ccc(F)cc3)Cc3nnnn3C3CCCC3)c(=O)[nH]c2c1	4	14	-2	10	1	-6	-7	8	0
CCCCOCCCNCC(=O)Nc1ccc(S(N)(=O)=O)cc1	5	-1	0	9	4	0	-5	-4	0
CCOC(=O)c1sc2nc(CSc3ccccc3)nc(N3CCC(C(N)=O)CC3)c2c1C	-4	29	2	8	5	-1	0	6	3
CC(C)CNC(=S)N(CCN(C)C)Cc1cc2cc3c(cc2[nH]c1=O)OCO3	6	4	0	-2	1	1	7	14	2

A portion of the library; count on the stated rates, not on these rows.
